Screens as filed in PubChem.
BaF3 tox = counter-screen for JAK2V617F inhibitors: parental Ba/F3 viability inhibitors; inhibition, % at 5.6 µM; 220,000 tested, 1.1% active; CellTiter-Glo ATP luminescence;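 active = inhibition above a per-campaign cutoff, the mean inhibition of all tested compounds plus 3 SD, cut at about 27% in these data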;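 also: 0% = DMSO wells and 100% = JAK Inhibitor I control wells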
NPY1 pot ag = potentiates or activates human NPY-Y1 receptor. NPY-Y1 expressing cells, potentiator/agonist activation. activation, % at 3.6 µM. 220,000 tested, 0.37% active; in the data active = activation above about 33%, passing the limit was not always enough;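 also: cells stimulated with NPY at EC10 then isoproterenol at EC100; 0% = low agonist plus stimulus and 100% = saturating agonist plus stimulus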
Target sequence (P25929 whole entry, looked up): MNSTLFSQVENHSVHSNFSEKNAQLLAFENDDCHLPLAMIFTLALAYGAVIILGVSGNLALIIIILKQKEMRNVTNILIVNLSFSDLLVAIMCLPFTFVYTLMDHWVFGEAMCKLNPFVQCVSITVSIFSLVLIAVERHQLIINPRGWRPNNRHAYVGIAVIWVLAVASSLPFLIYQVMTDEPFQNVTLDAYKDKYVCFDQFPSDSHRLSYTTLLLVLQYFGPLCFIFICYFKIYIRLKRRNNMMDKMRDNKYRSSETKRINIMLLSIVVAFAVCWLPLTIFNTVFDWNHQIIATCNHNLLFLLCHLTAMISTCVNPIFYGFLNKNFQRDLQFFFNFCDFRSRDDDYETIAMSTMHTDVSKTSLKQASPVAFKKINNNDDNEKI
NPY2 pot ag = potentiates or activates human NPY-Y2 receptor | P49146 | cells expressing NPY-Y2, potentiator/agonist read-out | activation, % at 3.6 µM | 220,000 tested, 0.45% active; in the data active = activation above about 27%;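 also: cells stimulated with NPY near EC25 plus isoproterenol at EC100; 0% = vehicle plus submaximal agonist and 100% = vehicle plus saturating agonist; some results beyond the cut were filed as inactive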
Runt-CBFb FRET = inhibitors of human RUNX1 Runt domain binding to CBFb. Q01196+Q13951. Cerulean-Runt/Venus-CBFb FRET ratio 530/480, 1 h. inhibition, % at 20 µM. 220,000 tested, 0.46% active. AID 1496;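 active = inhibition over about 50% at 20 µM in the single-dose screen, limit read from the data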;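 also: 0% = DMSO wells and 100% = excess unlabeled CBFb competitor control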
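Measured by: fluorescence energy transfer, 422 nm excitation, 530/480 nm emission; Assay system: Cerulean-Runt domain; Medium: Tris pH 7.5 buffer with BSA; Measure: loss of energy transfer signal; Controls: 5 µM unlabeled CBFb as full-inhibition high control; Incubation: protein complex preformed 1 h, compound exposure 1 h, room temperature, dark.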
S1P4 ag = activates the human S1P4 receptor | 220,000 tested, 0.35% active | S1P4-expressing cell line, agonist reporter assay | activation, % at 4.98 µM | AID 1509 | O95977; in the data active = activation above about 11%;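 also: 0% = DMSO vehicle and 100% = reference agonist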
Target sequence (O95977 whole entry, looked up): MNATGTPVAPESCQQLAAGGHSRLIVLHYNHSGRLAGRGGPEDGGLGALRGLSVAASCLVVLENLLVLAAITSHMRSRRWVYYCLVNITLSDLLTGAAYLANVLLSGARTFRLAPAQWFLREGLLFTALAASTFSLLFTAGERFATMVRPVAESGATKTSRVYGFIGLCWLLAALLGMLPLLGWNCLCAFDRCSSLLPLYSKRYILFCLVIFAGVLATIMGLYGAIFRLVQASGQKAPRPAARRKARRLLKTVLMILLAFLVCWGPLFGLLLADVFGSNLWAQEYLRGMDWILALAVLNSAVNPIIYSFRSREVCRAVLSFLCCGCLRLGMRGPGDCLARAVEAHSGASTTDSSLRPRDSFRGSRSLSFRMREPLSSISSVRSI
Ba/F3 V617F tox = loss of viability in JAK2V617F-driven Ba/F3 cells. Ba/F3 EpoR-JAK2V617F viability, ATP luminescence. inhibition, % at 5.6 µM. 220,000 tested, 1.1% active. AID 1446;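 active = inhibition above the campaign mean plus 3 SD over all tested compounds, cut at about 24% in these data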;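 also: cytokine-independent growth of Ba/F3 cells driven by EpoR plus mutant JAK2; 0% = DMSO-treated cells and 100% = JAK inhibitor I control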
RBBP9 inh = human RBBP9 hydrolase inhibition; inhibition, % at 7.94 µM; recombinant RBBP9, FP-Rh probe fluorescence polarization; AID 1515; O75884; 220,000 tested, 0.2% active;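 active = inhibition above the campaign mean of all tested compounds plus 3 SD, cut at about 14% in these data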;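 also: plate controls were DMSO wells with RBBP9 for no effect and wells lacking RBBP9 protein for full effect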
Target sequence (O75884 whole entry, looked up): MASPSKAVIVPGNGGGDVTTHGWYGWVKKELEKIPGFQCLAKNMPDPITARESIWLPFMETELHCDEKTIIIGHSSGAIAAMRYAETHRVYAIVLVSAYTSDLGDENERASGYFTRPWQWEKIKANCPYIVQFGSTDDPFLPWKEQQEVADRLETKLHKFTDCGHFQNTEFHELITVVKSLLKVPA
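Measured by: FP readout at 525/598 nm; material: recombinant human RBBP9; also added: Serine-hydrolase probe FP-Rh, 375 nM pre-mixing; medium: Tris buffer pH 8.0, NaCl, Pluronic; replication: one well per compound; doses: one concentration, 7.94 µM nominal, 0.794% DMSO; timing: preincubation 30 min plus labeling 45 min at 25 °C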
NPY Y1 blocker = blocks the human neuropeptide Y Y1 receptor; P25929; HEK293-CNG Y1 cells, membrane potential fluorescence; NPY at EC95, then isoproterenol; inhibition, % at 3.6 µM; 200,000 tested, 1% active; AID 1040;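 active = inhibition above the campaign mean inhibition of all tested compounds plus 3 SD, cut at about 20% in these data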;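 also: 0% = DMSO wells given NPY plus isoproterenol and 100% = isoproterenol alone without NPY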
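Material: HEK293 Y1/CNG channel cell line | Also added: NPY (25 nM), isoproterenol (1 µM), Ro 20-1724 (25 µM) | Compound: One concentration, 3.6 µM, in 0.4% DMSO | Schedule: 3 h dye uptake, 1 h room-temperature compound, 45 min post-isoproterenol | Signal: Membrane-potential fluorescent dye readout | Read-out: % inhibition of NPY effect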
S1P4 antagonist = human S1P4 receptor antagonism; O95977; S1P4-expressing cells, antagonist mode, reporter read-out; inhibition, % at 4.98 µM; 220,000 tested, 0.26% active; AID 1510; in the data active = inhibition above about 29%;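 also: 0% = wells stimulated with agonist and 100% = vehicle wells without agonist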
Starred values were filed as active, the others as inactive; · = no result given.

No.	Structure	BaF3 tox	NPY1 pot ag	NPY2 pot ag	Runt-CBFb FRET	S1P4 ag
1	CCOC(=O)c1sc(SC)nc1N	10	-3	-2	-1	1.3
2	O=C(C1CC(=O)N(C2CCCC2)C1)N1CCN(c2ccc(F)cc2)CC1 (configuration not stated)	4	5	-7	·	-0.6
3	CC(C)=CCN1CCN(Cc2nc(-c3ccccc3)cs2)CC1CCO (configuration not stated)	-2	-27	-14	0	-0.8
4	COc1ccc(C2=CC(c3cccc(OC)c3)n3nnnc3N2)cc1 (configuration not stated)	5	-6	-1	-6	5.4
5	COc1cccc(C(C(=O)NC2CCCCC2)N(CC2CCCO2)C(=O)CNC(=O)c2ccco2)c1 (configuration not stated)	4	-19	3	0	-1.3
6	Cc1cccc(C)c1NC(=O)CNC(=O)C(NC(=O)c1ccc(C(C)(C)C)cc1)C(C)C (configuration not stated)	6	-5	3	-6	-0.5
7	Cc1onc(-c2ccccc2)c1C(=O)N1CCN(CCc2ccccc2)CC1	12	-1	5	-2	0.5
8	CC(c1ccccc1)C1CC(=O)N(C2CCCCC2)C1=O (configuration not stated)	3	17	14	2	-0.2
9	CCCCn1c(CNC(=O)C(C)(C)C)nc2ccccc21	2	14	-3	-1	2.4
10	Cc1ccc(S(=O)(=O)NC(CC(C)C)C(=O)NCc2ccco2)cc1 (configuration not stated)	7	-14	-14	-1	-0.3
11	CC(CC(=O)Nc1ccc(S(=O)(=O)N2CCOCC2)cc1)c1ccccc1 (configuration not stated)	0	10	-13	0	-1.4
12	COc1ccc(C)cc1NC(=O)COCC(=O)O	3	4	-2	-1	0.3
13	COc1ccc(CCNS(=O)(=O)c2ccccc2)cc1OC	5	0	0	-1	1.9
14	Cc1ccccc1C(=O)c1c[nH]c(C(=O)N=CN(C)C)c1	-1	-7	-9	-1	0.7
15	Cc1nc(Cl)c(C(=O)NC(=O)Nc2cccc(C(F)(F)F)c2)c(C)c1[N+](=O)[O-]	2	9	9	2	1.3

No.	Ba/F3 V617F tox	RBBP9 inh	NPY Y1 blocker	S1P4 antagonist
1	-1	-8	6	-4
2	-3	3	5	-9
3	-1	-16	0	-15
4	0	1	1	-7
5	1	-6	8	-45
6	-1	-8	7	1
7	0	-10	3	-9
8	-7	3	-2	-22
9	-3	10	0	-5
10	-4	-3	2	-5
11	7	-2	·	-18
12	-1	-7	-2	-10
13	1	4	-2	1
14	-2	3	3	-18
15	-4	-7	-2	0

Three structures out of the list, sorted by count of non-hydrogen atoms, low to high:
No.	Structure	BaF3 tox	NPY1 pot ag	NPY2 pot ag	Runt-CBFb FRET	S1P4 ag
12	COc1ccc(C)cc1NC(=O)COCC(=O)O	3	4	-2	-1	0.3
4	COc1ccc(C2=CC(c3cccc(OC)c3)n3nnnc3N2)cc1 (configuration not stated)	5	-6	-1	-6	5.4
6	Cc1cccc(C)c1NC(=O)CNC(=O)C(NC(=O)c1ccc(C(C)(C)C)cc1)C(C)C (configuration not stated)	6	-5	3	-6	-0.5

No.	Ba/F3 V617F tox	RBBP9 inh	NPY Y1 blocker	S1P4 antagonist
12	-1	-7	-2	-10
4	0	1	1	-7
6	-1	-8	7	1

(more compounds)
No.	Structure	BaF3 tox	NPY1 pot ag	NPY2 pot ag	Runt-CBFb FRET	S1P4 ag
16	CCOC(=O)C1=C(N)OC2=C(C(=O)CC(C)C2)C1c1cccnc1 (configuration not stated)	-1	4	11	-2	3.0
17	C(=N\Nc1nccc(-c2cccnc2)n1)/c1ccccc1	5	-3	-3	2	-0.3
18	C=CCn1c(SCc2cc(=O)n3ccsc3n2)nc2ccccc2c1=O	-3	9	6	0	-0.4
19	CCOC(=O)c1c(NS(=O)(=O)Cc2ccccc2)sc2c1CCCC2	7	0	-38	8	-0.6
20	CCOC(=O)C1CCCN(C(=O)CCCn2nc(C)n3c(cc4sccc43)c2=O)C1 (configuration not stated)	6	-30	-13	1	0.2
21	CC1CN(CCCOc2ccccc2[N+](=O)[O-])CC(C)O1 (configuration not stated)	6	-19	-4	-1	-0.7
22	O=C(O)c1ccc(C2SCC(=O)N2Cc2ccccc2)cc1 (configuration not stated)	7	-13	4	2	-0.2
23	COc1cc(C(=O)Nc2nc(-c3cccs3)cs2)cc(OC)c1OC	2	-20	-8	-2	1.2
24	CC1(C)CC(c2nc(-c3ccccc3)cs2)CCS1 (configuration not stated)	7	-9	-2	-2	1.9
25	O=S(=O)(NCCc1ccccc1)c1ccccc1	4	6	-10	-1	-2.2
26	COc1ccc(C(=O)N2CCc3ccccc32)cc1	9	-6	-9	0	-2.3
27	CCCCNS(=O)(=O)c1ccc2nc(-c3cccnc3)cc(C(=O)NC3CC3)c2c1	3	-6	8	-3	-1.9
28	O=C(CCc1ccccc1)Nc1nn[nH]n1	4	-11	2	0	-0.3
29	O=C1CC(c2ccco2)=Nc2ccccc2N1	2	12	-10	3	-0.8
30	Cc1ccc(N2NC3(CCN(C(N)=O)CC3)NC2=O)cc1	0	8	14	4	-0.4

No.	Ba/F3 V617F tox	RBBP9 inh	NPY Y1 blocker	S1P4 antagonist
16	2	1	-3	-20
17	3	-7	·	3
18	-3	0	2	-6
19	1	-9	6	6
20	0	-3	-1	-9
21	5	-10	1	-17
22	-1	0	-5	-17
23	-4	-8	-3	-15
24	0	0	3	-9
25	3	-10	1	-4
26	7	-11	3	-8
27	-2	-7	-4	3
28	1	-12	-3	-5
29	-3	-6	-2	-11
30	-4	-2	1	7

The listing continues:
No.	Structure	BaF3 tox	NPY1 pot ag	NPY2 pot ag	Runt-CBFb FRET	S1P4 ag
31	Cc1ccc(-n2c(=O)c3sccc3n(CC(=O)NCc3ccco3)c2=O)cc1F	5	16	-6	3	-2.5
32	Oc1c(Br)cc(C2N=C(c3ccccc3Cl)NO2)cc1Br (configuration not stated)	0	-5	-6	19	4.7
33	O=C(O)CCN1C(=O)CC(N2C(=O)/C(=C/c3ccc(Cl)cc3)SC2=S)C1=O (configuration not stated)	9	-9	3	-4	-0.7
34	Cc1nn(Cc2noc(C(=O)NCc3ccc(F)cc3)n2)c(C)c1Br	5	-29	-22	0	0.1
35	O=C(COc1ccc(Cl)cc1)Nc1ccc(Cc2ccncc2)cc1	2	62*	25	-3	8.7
36	COc1cc(N2C(=O)c3ccccc3C2=O)c(Cl)cc1C(=O)OCC(=O)N(C)C	9	14	-1	4	1.9
37	C/C(N)=C(/C#N)C(=O)COC(=O)c1cccc(C)c1O	-3	2	2	0	0.8
38	Cc1nn(CC(=O)Nc2ccccn2)c(C)c1[N+](=O)[O-]	0	7	6	0	2.6
39	COCCCNC(=O)c1ccc2c(=O)n(CC3CCCO3)c(=S)[nH]c2c1 (configuration not stated)	4	-1	9	-1	0.2
40	COC(=O)c1ccc(NC(=S)NCCc2ccc(OC)cc2)cc1	4	1	-14	2	0.5
41	CCN(CC)CCNC(=O)c1ccc(Cl)c(S(=O)(=O)Nc2ccc(Cl)cc2)c1	7	-11	-7	2	-1.5
42	Cc1ccc(-n2nnc3c(=O)n(CC(=O)OCc4ccccc4)cnc32)cc1	4	-6	-8	0	-4.2
43	S=C(NCCCN1CCOCC1)Nc1ccc(Cl)c(Cl)c1	13	2	10	-1	-1.0
44	Cc1ccc(C)c(NC(=O)c2sc(Cl)nc2C)c1	6	7	13	-1	1.0
45	NC(=O)c1nnsc1Sc1c(C(N)=O)nnn1-c1cccc(N)c1	5	12	8	2	-1.1

No.	Ba/F3 V617F tox	RBBP9 inh	NPY Y1 blocker	S1P4 antagonist
31	5	-1	3	-5
32	0	-8	11	-8
33	2	-5	4	-7
34	0	-11	8	-13
35	5	-8	-5	-19
36	1	2	1	-3
37	2	-4	·	-3
38	-5	-9	-4	-5
39	-1	-9	4	2
40	4	-5	1	4
41	2	-3	13	7
42	5	1	0	-28
43	-1	10	-6	-8
44	-1	2	-1	-5
45	-2	-4	-5	-10

Quoted at random: 2 compounds from above
No.	Structure	BaF3 tox	NPY1 pot ag	NPY2 pot ag	Runt-CBFb FRET	S1P4 ag
12	COc1ccc(C)cc1NC(=O)COCC(=O)O	3	4	-2	-1	0.3
14	Cc1ccccc1C(=O)c1c[nH]c(C(=O)N=CN(C)C)c1	-1	-7	-9	-1	0.7

No.	Ba/F3 V617F tox	RBBP9 inh	NPY Y1 blocker	S1P4 antagonist
12	-1	-7	-2	-10
14	-2	3	3	-18

(listing goes on)
No.	Structure	BaF3 tox	NPY1 pot ag	NPY2 pot ag	Runt-CBFb FRET	S1P4 ag
46	COc1cc(/C=C/C(=O)N2c3ccccc3Sc3ccc(C(F)(F)F)cc32)cc(OC)c1OC	12	-8	-5	-5	0.6
47	CS(=O)(=O)N(CC(=O)Nc1cccc(Cl)c1)c1ccccc1Cl	5	9	-1	2	1.6
48	COC(=O)c1ccc(C)c(NC(=O)CCc2ccc(OC)c(OC)c2)c1	1	-7	3	-2	-2.1
49	CCOc1cc(C)c(Cl)cc1S(=O)(=O)N(CC)CC	1	5	-3	-2	0.5
50	O=C(C1CC1)N1CCN(C(c2ccccc2)c2ccccc2)CC1	4	-7	-8	0	1.7
51	COc1cccc(-c2cc(C(F)(F)F)nc(N3CCCCC3)n2)c1	8	18	-16	-3	0.7
52	O=Cc1ccc(-c2ccc(F)cc2)o1	6	-21	-12	0	1.1
53	Cc1ccc(NC(=O)C(C)c2ccc([N+](=O)[O-])cc2)cc1Cl (configuration not stated)	-3	-18	13	0	0.0

No.	Ba/F3 V617F tox	RBBP9 inh	NPY Y1 blocker	S1P4 antagonist
46	5	-4	5	-12
47	1	-11	0	12
48	-2	-7	6	-5
49	1	-6	12	-9
50	1	7	6	0
51	-3	-7	-1	3
52	1	1	1	-1
53	-4	-14	12	11
